Source: PubChem BioAssay (The Scripps Research Institute Molecular Screening Center)
M1 PAM parental: counter-screen for M1 PAMs: effect in parental CHO-K1 cells; ATP EC20, Fluo-8 calcium fluorescence; 0% at ATP EC20, 100% at ATP max; activation, % at 3 µM; 360,000 compounds, 0.02% hits;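 active means activation above the run cutoff, the mean activation of all test compounds plus 3 SD, cut at about 40% in these data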;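 further: peak over basal fluorescence ratio in a 140 s read after ATP addition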
TAAR1 ag: agonists of human TAAR1; Q96RJ0; CHO RD-HGA16 TAAR1, Fluo-8 calcium fluorescence; vehicle wells 0%, saturating PEA agonist 100%; activation, % at 3 µM; 360,000 compounds, 0.99% hits;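 active means activation above the mean activation of all test compounds in the run plus 3 SD, cut at about 38% in these data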
Target sequence (Q96RJ0 whole entry, looked up): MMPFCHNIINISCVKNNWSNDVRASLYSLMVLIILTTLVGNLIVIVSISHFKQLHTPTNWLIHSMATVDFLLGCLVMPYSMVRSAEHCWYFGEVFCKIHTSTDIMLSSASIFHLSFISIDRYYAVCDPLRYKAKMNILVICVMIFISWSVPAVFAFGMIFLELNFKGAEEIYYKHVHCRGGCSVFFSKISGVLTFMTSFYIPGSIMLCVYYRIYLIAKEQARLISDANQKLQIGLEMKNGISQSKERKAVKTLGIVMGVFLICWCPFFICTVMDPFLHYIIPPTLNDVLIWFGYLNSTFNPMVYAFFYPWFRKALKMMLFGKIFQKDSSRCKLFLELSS
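Benchmarks: low control DMSO, high control PEA (EC100); System: CHO RD-HGA16 cells carrying human TAAR1 plus Gα16; Detection: Fluo-8 fluorescence, 5 s baseline then 140 s kinetic read; Schedule: 17-24 h plating, Fluo-8 75 min 37 °C, 30 min RT; Read-out basis: % activation from peak over basal fluorescence ratio, DMSO-to-PEA scaled.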
CHRM1 PAM: potentiates human M1 receptor response to acetylcholine | P11229 | CHO-K1 hM1, Fluo-8 calcium fluorescence, ACh EC20; 0% = ACh EC20, 100% = maximal ACh | activation, % at 3 µM | 360,000 compounds, 0.088% hits; in the data active means activation above about 19%, passing the limit was not always enough
Target sequence (P11229 whole entry, looked up): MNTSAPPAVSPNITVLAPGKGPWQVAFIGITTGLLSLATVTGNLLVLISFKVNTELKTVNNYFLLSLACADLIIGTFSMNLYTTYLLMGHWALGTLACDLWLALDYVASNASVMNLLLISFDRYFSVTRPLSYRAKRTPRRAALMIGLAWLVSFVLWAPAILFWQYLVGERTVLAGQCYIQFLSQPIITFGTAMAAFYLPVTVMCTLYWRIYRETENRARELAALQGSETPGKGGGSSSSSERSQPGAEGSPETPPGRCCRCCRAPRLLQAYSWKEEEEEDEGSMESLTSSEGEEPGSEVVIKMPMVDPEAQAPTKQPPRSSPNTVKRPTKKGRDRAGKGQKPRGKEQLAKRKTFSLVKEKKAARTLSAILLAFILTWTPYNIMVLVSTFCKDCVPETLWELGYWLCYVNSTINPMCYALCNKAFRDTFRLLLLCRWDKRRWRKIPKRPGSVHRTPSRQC
CHO-K1 Ca antag: counter-screen for M1 antagonists: effect in parental CHO-K1 cells; ATP-induced calcium, Fluo-8 fluorescence; inhibition, % at 3 µM; 360,000 compounds, 0.6% hits; AID 602250;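 active means inhibition above a per-plate cutoff, the plate's mean sample inhibition plus 3 SD, cut at about 24% in these data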;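 further: 0% = DMSO plus EC80 ATP and 100% = DMSO alone without ATP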
CHRM1 antagonist: human CHRM1 antagonism | P11229 | CHO-K1 hM1, Fluo-8 calcium fluorescence, ACh EC80 antagonist | inhibition, % at 3 µM | 360,000 compounds, 1.3% hits;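 active means percent inhibition above its own plate's cutoff, namely the mean of that plate's compound wells plus 3 SD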;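 further: peak over basal fluorescence ratio during 140 s after agonist addition; 0% = ACh EC80 plus DMSO and 100% = DMSO alone without agonist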
CHO-K1 Ca ag: counter-screen for M1 agonists: effect in parental CHO-K1 cells. activation, % at 3 µM. AID 602248. 360,000 compounds, 0.48% hits. Fluo-8 calcium fluorescence; scaled to maximal ATP response, vehicle zero; in the data active means activation above about 15%;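 further: untransfected CHO-K1 host cells lacking M1 receptor as counterscreen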
M1 ag: agonists of human M1 muscarinic receptor | P11229 | CHO-K1 hM1, Fluo-8 calcium fluorescence, agonist mode; 0% DMSO, 100% acetylcholine EC100 | activation, % at 3 µM | 360,000 compounds, 0.33% hits;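 active means activation above the run's mean compound activation plus 3 SD, cut at about 16% in these data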;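 further: peak over basal fluorescence ratio within a 140 s kinetic read after compound addition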
CHO parental Ca: counter-screen: ATP calcium response change in parental CHO cells. parental CHO-K1, ATP-induced calcium, Fluo-8 fluorescence. inhibition, % at 5.6 µM. 330,000 compounds, 0.63% hits. AID 463079;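 active means inhibition above that plate's mean sample inhibition plus 3 SD, cut at about 26% in these data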;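 further: 0% = ATP-challenged DMSO wells and 100% = DMSO wells without ATP; some compounds past the cut are filed as inactive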
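test system = CHO parental line | reagent = ATP stimulus | measured by = intracellular calcium via Fluo-8 no-wash fluorescent dye | control set = ATP and no-ATP DMSO wells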
TAAR1 antag: antagonists of human TAAR1; Q96RJ0; CHO RD-HGA16 TAAR1, Fluo-8 calcium fluorescence, antagonist; inhibition, % at 3 µM; 360,000 compounds, 1.5% hits; AID 624466;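 active means inhibition above a per-plate cutoff, the mean inhibition of test compounds on that plate plus 3 SD, cut at about 49% in these data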;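 further: 0% = DMSO plus EC80 beta-PEA response and 100% = DMSO alone without agonist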
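Assay system: RD-HGA16 CHO cells with stable hTAAR1 and Gα16 / Reagent: EC80 β-phenethylamine stimulus / Doses: 3 µM, single point / Timing: dye loading 75 min at 37 °C, then 30 min room temperature / Measured by: Fluo-8 intracellular calcium dye fluorescence, real-time kinetic reads / Controls: vehicle wells and EC80 agonist wells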
* hit, by the source's call; · = not tested or not shown.

SMILES	M1 PAM parental	TAAR1 ag	CHRM1 PAM	CHO-K1 Ca antag	CHRM1 antagonist	CHO-K1 Ca ag	M1 ag	CHO parental Ca	TAAR1 antag
COC(=O)C1=C(C)N(C)C(=O)NC1c1ccc(C)cc1 (stereo not given)	5	-1	2	-13	-9	3.4	-9	-5	-8
COc1ccc(C)cc1S(=O)(=O)NCC(c1ccc2c(c1)OCO2)N1CCN(C)CC1 (stereo not given)	-19	2	-6	13	12	0.5	-6	-5	-7
N#CCC(=O)Nc1ccc(C(=O)NCCC(c2ccccc2)c2ccccc2)cc1	-7	-1	5	-2	-5	3.7	0	10	8
CCOC(=O)C1=C(C)OC(N)=C(C(=O)OCC)C1c1ccncc1 (stereo not given)	11	-1	10	-2	-33	-0.3	-2	-7	2
CC1CCCC(N2C(=O)NC(NC(=O)c3ccco3)(C(F)(F)F)C2=O)C1C (stereo not given)	-2	20	4	6	-13	0.1	-4	-7	-6
COc1ccc(CCNC(=O)c2cc3c(=O)n4ccccc4nc3n(Cc3ccco3)c2=N)cc1OC	14	0	0	28*	0	2.8	-3	-2	6
Cc1ccn2c(/C=N/OCc3ccc(F)cc3)c(-c3ccc(Cl)cc3)nc2c1	12	17	0	-7	-37	3.0	2	-10	-4
C/C(=N\O)c1ccc2c(c1)CC(C)O2 (stereo not given)	0	2	-3	-5	4	-0.4	-3	-6	9
COc1ccc(CCc2nnc(N)s2)cc1OC	0	1	4	-6	-10	0.4	-1	-6	-7
COc1ccc(NC(=O)COC(=O)Cc2c(F)cccc2Cl)cc1	13	3	11	-2	-11	0.4	-8	-4	-18
O=C(O)COc1ccc(Br)cc1/C=C1/SC(=O)N(CC(=O)N2CCCC2)C1=O	-2	6	-2	8	-12	0.3	1	-12	-3
Cc1c(Cc2ccccc2)c(=O)oc2c(CN(C)C)c(O)c(Cl)cc12	9	2	5	-4	1	0.2	-4	-21	6
O=C(CN1C(=O)/C(=C/c2ccccc2F)Sc2ccccc21)N1CCN(c2ccccn2)CC1	27	1	6	-8	-5	2.2	-5	-15	17
COc1ccc(NC(=O)c2cccc(S(=O)(=O)NCc3ccco3)c2)c(OC)c1	-14	0	3	3	-3	0.4	-2	-13	7
CC(C)C1C(=O)N(Cc2cn(CC3CCCCC3)nn2)CCS(=O)(=O)N1Cc1ccc(-c2ccc(Cl)nc2)cc1 (stereo not given)	9	5	6	6	-11	0.3	-4	·	-29
CC(Sc1nnc(-c2cccnc2)n1C)C(=O)N1CCOCC1 (stereo not given)	4	1	15	-6	-23	-0.1	-3	-11	-7
COc1ccc(CCNC(=O)c2nn(C)c3c2CS(=O)(=O)c2ccccc2-3)cc1OC	16	·	4	-10	-8	2.2	-1	-9	·
CCOC(=O)CSc1c(-c2ccc(Cl)cc2)[nH]c2ccccc12	18	0	-23	-2	8	1.1	-6	3	37
CCCn1c(SCC(=O)N2CCc3ccccc32)n[nH]c1=O	-14	0	-10	-2	16	-0.5	-3	-19	-35
COc1cccc(Cn2c(Oc3cccc(C)c3)nc3c2c(=O)n(C)c(=O)n3C)c1	20	-1	-1	-6	-2	1.6	-5	-42	11
Cc1ccc(NC(=O)c2sccc2-n2cccc2)c(Cl)c1	-6	15	1	7	-7	-0.5	-8	-2	3
Cc1ccc(S(=O)(=O)N2CCN(CC(=O)Nc3ccc4c(c3)CCC4)CC2)cc1C	15	-3	7	-5	-11	-0.5	-7	-17	0
O=C(c1cc(-c2ccc(Cl)c(Cl)c2)on1)N1CCOCC1	15	2	5	-13	-8	1.6	-1	3	-9
Clc1ccccc1OCCn1cnc2ccccc21	15	2	7	-2	-5	3.3	-2	-8	3
CCN(C(=O)COC(=O)c1sccc1C)c1c(N)n(Cc2ccccc2)c(=O)[nH]c1=O	2	7	20	5	-7	0.7	4	-4	-19
COc1ccc(Cl)cc1C(=O)Nc1ccc(NC(=O)C(C)C)cc1	9	2	9	-3	-9	1.5	-4	-4	2
CCCCN(CC)CCCNC(=O)c1cc2cc3ccc(C)cc3nc2o1	7	5	6	-14	-7	-0.4	-8	-13	-5
COc1ccc(N2CCN(C(=O)CN3C(=O)C4CC=CCC4C3=O)CC2)cc1 (stereo not given)	-1	15	-6	-5	-9	0.5	-1	2	-6
Cc1cc(C(=O)N2CCN(S(C)(=O)=O)CC2)sc1-c1ccccc1	16	2	3	-9	4	0.2	-3	-10	-5
c1cncc(CNc2cccc(-c3nc4ccccc4[nH]3)c2)c1	2	2	3	5	1	0.3	-5	-4	7
O=C(Nc1nc(-c2ccc(Br)cc2)cs1)c1cccnc1	18	4	11	-9	-11	2.1	-5	3	-11
O=C(Nc1ccccc1N1CCOCC1)c1ccccc1[N+](=O)[O-]	18	6	10	-1	-12	-0.1	-6	-13	9
C/C(=N\NC(=O)c1ccc(Br)o1)c1cc2c(cc1NC(=O)CCC(=O)O)OCO2	16	0	12	-3	-19	1.5	-2	·	-12
COc1cc(C(=S)N2CCOCC2)cc(OC)c1OC(=O)c1cc([N+](=O)[O-])cc([N+](=O)[O-])c1	10	4	2	-2	-15	0.2	-6	4	-4
CC[C@@]12C(=O)N(c3ccc(C)cc3)C(=O)N1[C@H](c1cccc(C)c1)[C@@H]1C(=O)N(Cc3ccccc3)C(=O)[C@@H]12	17	7	12	-17	-7	0.7	-4	-26	0
CCOc1ccccc1OCCCC(=O)Nc1ccc(OC)nc1	9	1	5	-20	-9	1.0	-2	-13	-3
COCOCCn1cc(CN2CCS(=O)(=O)N(Cc3ccc(-c4ccc(OC)c(OC)c4)cc3)C(C)C2=O)nn1 (stereo not given)	19	4	7	-15	-15	1.0	-6	·	3
Cc1csc(SC(C)C(=O)Nc2ccc(S(=O)(=O)N3CCCC3)cc2)n1 (stereo not given)	9	15	2	-18	-1	0.7	-2	-9	-5
CC1(C)CC(NCc2ccc3c(c2)OCO3)CCO1 (stereo not given)	0	7	5	-5	1	0.2	-5	-3	9
CCOC(=O)C1(Cc2ccccc2Cl)CCN(C(=O)c2cc(C)on2)CC1	7	1	11	-16	-17	1.3	-5	-12	7
CCc1ccc(OCCCOc2ccc(C=O)cc2)cc1	13	10	4	-7	-4	0.2	-6	-2	19
Cc1c(NS(=O)(=O)c2ccc3c(c2)Cc2ccccc2-3)c(=O)n(-c2ccccc2)n1C	-5	5	11	-8	-6	1.2	-5	-9	1
COc1ccc(C=NC(CO)C(O)c2ccc([N+](=O)[O-])cc2)cc1 (stereo not given)	15	6	-1	-6	-10	0.4	-2	4	7
CN(C)C(=O)c1ccc(Nc2nnc(-c3ccc(O)cc3)c3ccccc23)cc1	13	7	1	-8	4	-0.4	-8	-2	-2
O=C(OCc1ccccc1)N1CCCCC1c1c(Cl)cccc1Br (stereo not given)	14	2	-16	6	18	0.3	-10	·	30
COc1ccc(/C=C/C(=O)N(C)C2CCS(=O)(=O)C2)cc1 (stereo not given)	11	2	10	-8	-7	1.4	-2	·	-17
CCNC(=S)N(CCc1c(C)[nH]c2ccccc12)Cc1cc(OC)c(OC)c(OC)c1	-1	4	-7	1	16	1.1	-3	-12	24
N=c1c(S(=O)(=O)c2ccc(Br)cc2)cc2c(=O)n3ccccc3nc2n1CCN1CCOCC1	2	5	3	4	-9	0.2	-5	·	-9
C[C@@H]1C=C(C(=O)N2CCN(Cc3ccc4c(c3)OCO4)CC2)O[C@H](OCCCCO)C1	0	3	2	-6	-2	0.5	-3	-4	14
O=C(NNC(=O)c1cc2ccccc2cc1O)NC1CCCCC1	-4	0	6	4	-5	6.0	-1	·	-10
Cc1ccc(NC(=O)CN(C)S(=O)(=O)c2cccc3cccnc23)cc1C	10	6	-7	7	-4	4.9	-2	-10	12
O=C(N/N=C/c1ccc(OCC(=O)N2CCCCC2)cc1)c1ccccc1	25	7	9	-7	-9	0.7	1	-1	-6
O=C1CCN(Cc2ccccc2)C=C1c1ccc2ccccc2c1	25	8	0	-16	9	2.0	-9	-20	14
COc1ccc(NC(=O)COc2cccc3c2CCN(Cc2cccnc2)C3=O)c(OC)c1	-20	5	-11	2	17	4.3	-4	-18	19
Cc1cc(C)c(C#N)c(OCC(=O)Nc2ccccc2)n1	22	·	9	0	-9	0.8	-5	0	·
